Screens: PubChem BioAssay, National Center for Advancing Translational Sciences (NCATS)
GLP1R inv ag: acts as inverse agonist at human GLP-1 receptor | P43220 | HEK293 GLP-1R CRE-luciferase, luminescence, 24 h; GLP-1R form is constitutively active | Potency, µM (series often up to 38.3 µM), inactives show at the top dose activity change, negative = inhibition, usual class: inhibitors | hit rate 1.6% among 410,000 | AID 624417; note: potency is the fitted concentration of half-maximal effect; % is set by controls: 0 for no effect and ±100 for the full control effect; nearly all actives have a fitted effect of over 55% in size
Target sequence (P43220 whole entry, looked up): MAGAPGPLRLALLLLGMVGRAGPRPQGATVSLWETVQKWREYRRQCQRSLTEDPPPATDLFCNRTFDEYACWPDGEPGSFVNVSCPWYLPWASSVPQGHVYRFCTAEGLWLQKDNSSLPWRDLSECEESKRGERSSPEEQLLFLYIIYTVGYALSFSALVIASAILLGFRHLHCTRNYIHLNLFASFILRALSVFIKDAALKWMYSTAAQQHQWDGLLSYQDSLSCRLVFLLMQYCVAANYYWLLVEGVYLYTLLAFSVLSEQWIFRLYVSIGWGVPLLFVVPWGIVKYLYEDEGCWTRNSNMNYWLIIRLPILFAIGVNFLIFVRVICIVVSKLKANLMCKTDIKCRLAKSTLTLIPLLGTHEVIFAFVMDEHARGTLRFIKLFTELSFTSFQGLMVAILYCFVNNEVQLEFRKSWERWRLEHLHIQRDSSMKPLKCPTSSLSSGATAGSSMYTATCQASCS
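Readout was luciferase luminescence, measured 12 min after detection reagent at room temperature. Beforehand, GLP-1R reporter HEK293 cells had sat 12 h, then received compounds for 24 hr at 37 deg C.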
Abeta yeast res: A-beta toxicity reversal in yeast; hit rate 0.063% among 410,000; yeast expressing A-beta42, growth rescue, OD600, 48 h; response scale: 0% DMSO, 100% iron-clioquinol control; AID 1347071; Potency, µM (highest dose often 46.1 µM), for inactives: top-dose growth rescue, actives largely listed as activators; note: potency is the fitted concentration of half-maximal effect; nearly all actives have a fitted effect of over 55% in size
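Yeast A-beta toxicity model in growth medium with pinned compounds, 48 h at 30 C; growth read as absorbance at 600 nm. Normalized to FeCl3/clioquinol equimolar mix (positive) and DMSO (negative).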
MmCpn inh: M. maripaludis TRiC chaperonin inhibition; AID 504842; purified Mm-Cpn ATPase, ADP Transcreener TR-FRET; Potency, µM (series often up to 76.9 µM), for the others: at the highest dose activity, negative = inhibition, hits mostly inhibitors; hit rate 0.031% among 330,000; note: potency is the fitted concentration of half-maximal effect; % is set by controls: 0 for no effect and ±100 for the full control effect; nearly all actives have a fitted effect of over 80% in size
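ATPase turnover read by TR-FRET ADP competition (Eu cryptate antibody/ADP-d2, 665/590 nm): 10uM ATP final, 25nM Mm-CPN final, 30 min 37degC after 10-min compound preincubation, pH 7.4 Tris/KCl/MgCl2/DTT buffer.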
pAkt inh: inhibitors of Akt phosphorylation. Neuro2A IGF-stimulated pAkt S473 HTRF, 20 min; active compounds read low. activity change, % for hits at 50 µM. hit rate 0.32% among 360,000. AID 651550; in the data active = activity change below about -80%; inconclusive = mostly about -51% to -80%; note: % is set by controls: 0 for no effect and ±100 for the full control effect
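Neuro2A cells in DMEM with 0.5% FBS, overnight at 37 deg C, given compound at single 50 µM final, then IGF (6 nM final) for 20 min at 37 deg C. Lysed; phospho-Akt Ser473 by HTRF after 24 h, 665/615 ratio.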
GLP1R cytotox: cytotoxicity in counter-screen for GLP-1R inverse agonists | Potency, µM (titrated, usually from 38.3 µM), without a hit: at the top dose activity change, negative = inhibition, most hits filed as inhibitors | HEK293 cAMP-luciferase reporter cells, luminescence, 24 h | hit rate 0.13% among 410,000;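 note: loss of luciferase light is scored as toxicity; potency is the fitted concentration of half-maximal effect; % is set by controls: 0 for no effect and ±100 for the full control effect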
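Compound-treated cells are incubated 24 hr at 37 deg C under 5% CO2 after a 12 hour attachment period, then luciferase detection reagent is added and luminescence is measured following 12 min at room temperature; lowered signal indicates toxicity.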
aSyn rescue: rescues yeast growth from alpha-synuclein toxicity; hit rate 0.14% among 370,000; Yeast expressing alpha-synuclein, growth rescue, BacTiter-Glo, 24 h; Potency, µM (series often up to 46.1 µM), inactives show at the highest dose growth rescue (activation), most hits filed as activators; AID 652106; note: potency is the fitted concentration of half-maximal effect; % of control where 0% means no effect; nearly all actives have a fitted effect of over 65% in size
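Readout is rescue of growth in alpha-synuclein-expressing yeast, so inhibitors of toxicity appear as activators. Growth after 24 hr at 30 deg C in galactose medium is quantified by luminescence.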
PTHR1 agonist: activates the human parathyroid hormone receptor PTHR1; Q03431; HEK293 GP2 PTHR1 cells, GloSensor cAMP luminescence, 1 h; Potency, µM (doses to about 115 µM), without a hit: at the top dose activation, most hits filed as activators; hit rate 0.075% among 410,000; AID 743266; note: potency is the fitted concentration of half-maximal effect; nearly all actives have a fitted effect of over 55% in size; some results filed as inactive show a strong effect at the top dose; inactives centre near -15; many of its hits are not listed in these tables
Target sequence (Q03431 whole entry, looked up): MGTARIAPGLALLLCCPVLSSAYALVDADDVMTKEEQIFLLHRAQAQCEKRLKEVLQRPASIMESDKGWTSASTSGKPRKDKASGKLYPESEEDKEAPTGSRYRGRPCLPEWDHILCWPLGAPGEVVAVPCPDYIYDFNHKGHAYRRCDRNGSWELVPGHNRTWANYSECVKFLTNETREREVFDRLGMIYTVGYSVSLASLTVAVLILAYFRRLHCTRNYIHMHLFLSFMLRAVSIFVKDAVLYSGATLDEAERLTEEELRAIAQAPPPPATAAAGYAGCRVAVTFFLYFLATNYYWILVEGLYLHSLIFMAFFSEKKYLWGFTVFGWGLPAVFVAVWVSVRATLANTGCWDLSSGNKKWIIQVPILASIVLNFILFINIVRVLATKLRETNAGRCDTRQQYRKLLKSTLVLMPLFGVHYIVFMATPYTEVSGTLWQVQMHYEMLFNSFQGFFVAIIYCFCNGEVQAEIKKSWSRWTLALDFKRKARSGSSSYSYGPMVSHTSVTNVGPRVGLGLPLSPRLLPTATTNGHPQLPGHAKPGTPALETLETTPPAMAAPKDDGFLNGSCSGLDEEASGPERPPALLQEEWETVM
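HEK-293-derived GP2 cells expressing PTHR1 and a GloSensor cAMP reporter, 3,000/well, plated overnight, given luciferin plus IBMX (each 0.5 mM as added) for 1 h at 37 °C, then compound for 1 h at 37 °C. Luminescence was read after 15 min at room temperature.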
TDP-43 yeast inh: rescues yeast growth from TDP-43 toxicity; TDP-43 expressing yeast growth rescue, BacTiter-Glo, 24 h; AID 652104; hit rate 1.8% among 410,000; Potency, µM (series often up to 46.1 µM), inactives show at the highest dose growth rescue (activation), actives largely listed as activators; note: potency is the fitted concentration of half-maximal effect; % of control where 0% means no effect; nearly all actives have a fitted effect of over 50% in size
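Yeast expressing TDP-43 (pregrown in raffinose, seeded at OD600=0.02 in galactose medium) exposed to compounds 24 hr at 30 deg C. Growth read by BacTiter-Glo luminescence; rescue of toxicity appears as increased signal.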
FUS yeast rescue: rescues growth of FUS-expressing yeast | S. cerevisiae FUS-expressing, growth rescue, OD600, 24 h | hit rate 0.24% among 390,000 | AID 1347120 | Potency, µM (series often up to 76.6 µM), without a hit: at the highest dose growth rescue (activation), usual class: activators;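 note: potency is the fitted concentration of half-maximal effect; plate controls were DMSO vehicle for no effect and reference control for full effect; nearly all actives have a fitted effect of over 55% in size; some results filed as inactive show a strong effect at the top dose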
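Compound concentration series was pinned onto galactose-induced FUS-expressing yeast seeded at OD 0.005. Plates sat 24hr at 30C; absorbance at 600 nm gave growth. DMSO served as background control.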
The depositor's hits bear a star; i = inactive; u = inconclusive; x = not tested or not shown; [ ] = remark or other dose. Unless noted, calls come from the whole dose curve; as a rule, active = well fitted curve in the direction sought with a large enough effect; inconclusive = small, poorly fitted or top-dose-only effect, or another doubt; inactive = no such curve, though single readings can be large; an effect the other way counts as inactive or inconclusive. These rows are one share of the data; the hit share may differ from the screen's.

SMILES	GLP1R inv ag	Abeta yeast res	MmCpn inh	pAkt inh	GLP1R cytotox	aSyn rescue	PTHR1 agonist	TDP-43 yeast inh	FUS yeast rescue
CCNC(=O)C(=O)NCC1OCCCN1S(=O)(=O)c1cccs1 (configuration not stated)	15%	2%	1%	i	4%	-2%	-9%	-5%	x
COc1ccc(C(=O)c2c[nH]c(C(=O)NCc3cccnc3)c2)cc1	5%	10%	0%	i	-3%	4%	i	18%	15%
S=C(NCC1CCCO1)NC1CC1 (configuration not stated)	6%	-8%	-2%	i	-8%	-19%	i	-14%[0.397 µM]	-5%
COc1ccc(C(=O)NCC23C=CC(O2)C2C(=O)N(Cc4ccccc4)C(=O)C23)cc1 (configuration not stated)	0%	-75%[inhibitor]	1%	i	-12%	-16%	-34%[inhibitor]	u	-7%
CCCCOc1ccc(C(=O)N/N=C/c2cn[nH]c2-c2ccc(OC)c(OC)c2)cc1	14%	-13%	0%	i	-2%	-12%	i	7%	u
CN1CCN(C(=O)C(=O)c2cn(CC(=O)N3CCCCCC3)c3ccccc23)CC1	15%	3%	x	i	-8%	-1%	i	1%	-3%
Cc1ccc(SCC(=O)NC(=O)c2ccccc2Br)c(C)c1	7%	1%	0%	i	-9%	15%	i	13µM*	x
COc1ccc(C(=O)N2CC3(C)CC2CC(C)(C)C3)cc1 (configuration not stated)	u	4%	x	i	-9%	0%	i	0%	18%
CCOc1ccccc1NC(=S)N(Cc1cc2ccc(C)cc2[nH]c1=O)CC1CCCN1CC (configuration not stated)	u	10%	2%	i	-20%	-15%	i	-6%	5%
Cc1ccc(/C([O-])=C(/C(=S)NCc2ccco2)[n+]2ccccc2)cc1[N+](=O)[O-]	8%	-1%	-4%	i	-17%	1%	i	-17%[9.22 µM]	46%
COc1cccc(C(=O)COC(=O)C2CC3CCCC(C2)C3=O)c1 (configuration not stated)	5%	5%	-5%	i	-1%	-7%	-8%	12%	-9%
O=C(c1cnn(-c2ccc(F)cc2)c1-n1cccc1)N1CCN(c2ccc(F)cc2)CC1	-11%	3%	x	x	-17%	3%	-27%	25µM*	0%
COc1ccc(CNC(=O)c2cnc3sc(N4CCC(C)CC4)nn3c2=O)c(OC)c1	3%	-12%	x	x	2%	x	i	-5%	-16%
NC(=O)CSc1ncc2c(n1)-c1ccccc1N(Cc1ccccc1)S2(=O)=O	16%	-15%	x	x	1%	x	-2%	6%	-14%
CN(C(=O)CSc1nnc(-c2ccncc2)n1C)C1CCS(=O)(=O)C1 (configuration not stated)	-2%	-7%	0%	i	6%	0%	-4%	-1%	3%

Complete entries as entered above. Order of screens: GLP1R inv ag	Abeta yeast res	MmCpn inh	pAkt inh	GLP1R cytotox	aSyn rescue	PTHR1 agonist	TDP-43 yeast inh	FUS yeast rescue
COc1ccc(CNC(=O)c2cnc3sc(N4CCC(C)CC4)nn3c2=O)c(OC)c1 is listed with 3%	-12%	x	x	2%	x	i	-5%	-16%
Cc1ccc(SCC(=O)NC(=O)c2ccccc2Br)c(C)c1 is listed with 7%	1%	0%	i	-9%	15%	i	13µM*	x

Later entries.
SMILES	GLP1R inv ag	Abeta yeast res	MmCpn inh	pAkt inh	GLP1R cytotox	aSyn rescue	PTHR1 agonist	TDP-43 yeast inh	FUS yeast rescue
O=C(CCC(=O)N1CCOCC1)NCc1cccc(C(F)(F)F)c1	-14%	-12%	-2%	i	-5%	0%	-9%	9%	-26%
COc1ccc(N2Cc3cccc(C(=O)N4CCOCC4)c3C2=O)cc1	0%	4%	1%	i	-6%	0%	i	-11%	14%
Cc1cc(Nc2ccccc2)nn1C(=O)c1ccc(Br)cc1	-1%	-14%	0%	i	2%	-10%	i	-4%	12%
COc1ccc(C)cc1NC(=S)NN1CCN(C)CC1	-19%	-3%	0%	i	16%	-8%	i	7%	18%
Cc1c(C(N)=O)sc2ncn(CC(=O)OC(C)C)c(=O)c12	1%	16%	3%	i	12%	-1%	0%[57.5 µM]	6%	10%
COc1cc(/C=N/NC(=O)Cc2ccccc2)cc([N+](=O)[O-])c1O	10%	11%	-2%	i	-8%	-2%	i	3%	-15%
COc1ccccc1Nc1nc(N)nc(CN2CCN(c3ccccc3F)CC2)n1	u	-1%	2%	i	2%	-1%	i	4%	1%
CC(=O)Nc1ccc(C(=O)NNC(=O)c2cccc(C)c2)cc1	3%	2%	-1%	i	7%	4%	-6%	4%	-1%
Cc1csc(C(=O)O)c1NC(=O)c1cccc([N+](=O)[O-])c1	-11%[7.66 µM]	-7%	1%	i	2%[7.66 µM]	-2%	-14%	4%[9.22 µM]	3%
COc1ccc(C(O)(CCC(C)C)C(CN2CCOCC2)c2ccc(Cl)cc2)cc1 (configuration not stated)	u	u	-2%	i	u	6%	-11%	-6%	30%
COc1ccccc1C#Cc1ccc2c(=O)c3ccccc3n(C)c2c1	1%	13%	-3%	i	-11%	-4%	-31%	23%	-8%
CCNC(=S)N(CCc1c(C)[nH]c2ccc(OC)cc12)Cc1cccnc1	13%	3%	2%	i	-6%	-14%	-1%	-7%	3%
Cc1ccc(OCc2ccc(C#N)cc2)c(C(=O)c2cc(C#N)c(=O)n(C3CC3)c2)c1	12%	-10%	1%	i	-8%	-6%	-19%	-6%	-12%
CCOc1ccc(-c2nc(Cn3c(=O)cc(C)c4c(C)nn(-c5ccccc5)c43)c(C)o2)cc1	3%	-2%	x	x	5%	x	i	5%	12%
O=C(NCCN1C(=O)C2C3C=CC(C3)C2C1=O)Nc1ccccc1O (configuration not stated)	4%	-3%	-1%	i	7%	u	-23%	6%	-24%
COc1ccc(CCNc2nc3c(c(=O)n(C)c(=O)n3C)n2C)cc1OC	0%	12%	0%	i	3%	2%	i	-10%	14%
COc1cc(OC)cc(-c2c(Sc3ccccc3)c3cc(-c4ccc(SC)cc4)ccc3n2C)c1	8%	-12%	x	i	-4%	22%	9%	4%	-8%
CCN(c1ccccc1)S(=O)(=O)c1cc(C(=O)Oc2ccc3c(C)cc(=O)oc3c2)ccc1C	-11%	-1%	-3%	i	37%[activator]	6%	i	8%	x
COc1ccc(Cl)cc1NC(=O)CN1CCN(C(=O)N2CCOCC2)CC1	6%	10%	x	i	-14%	3%	i	14%	-2%
Cc1ccccc1NCCC(=O)Nc1ccc(F)cc1	u	8%	1%	i	11%	8%	i	-8%	22%
COc1ccc(C(=O)NC(C)c2nnc(SCC(=O)NC3CCCCC3)n2C)cc1 (configuration not stated)	-2%	-21%	-2%	i	7%	-1%	-13%	-12%	19%
Cc1ccccc1NC(=O)c1ccc(F)c(S(=O)(=O)N2CCN(c3ccccc3F)CC2)c1	-2%	-2%	x	x	0%	x	-22%	10%	3%
CC(=O)NCCOc1ccc(C(=O)O)cc1	6%	19%	0%	i	-4%	11%	-20%[57.5 µM]	16%	-22%
Cn1ccnc1SCC(=O)c1c[nH]c2ccccc12	0%	-13%	-2%	i	-4%	-1%	-17%	-15%	10%
O=C(NCc1ccc(F)cc1)C(=O)NCC1OCCCN1S(=O)(=O)c1cccs1 (configuration not stated)	19%	-9%	0%	i	4%	-15%	15%	-24%	29%
CC(=O)Oc1ccc(OC(C)=O)c(SCCCCCCl)c1	u	-6%	4%	i	u	13%	-44%	28%	2%
O=C(N[C@@H]1CC[C@H](CCn2cc(-c3ccccn3)nn2)O[C@@H]1CO)c1ccncc1	8%	-2%	x	i	-1%	0%	i	23%	-6%
Cc1cc(C)cc(-n2nnc(-c3nsc(NC(=O)c4ccccc4Cl)n3)c2C)c1	u	-3%	x	x	-26%	x	-10%	u	2%
Cc1cc(C)nc(OC(=O)c2c(Cl)cc(Cl)cc2Cl)n1	1%[7.66 µM]	-14%	-1%	i	2%[7.66 µM]	7%	-14%	20%[9.22 µM]	-1%
CC(C)OC(=O)NCCOC(=O)Nc1ccccc1Cl	-3%	5%	-3%	i	-9%	1%	i	-10%[1.82 µM]	6%
COc1ccc(Br)cc1CNC(=O)Nc1cccs1	u	-3%	2%	i	0%	-7%	-8%[57.5 µM]	-9%	u
Cc1ccc(NC(=O)CN(C)C(=O)c2sc3cc(Cl)ccc3c2Cl)cc1	u	7%	-14%	i	2%	-2%	-36%[inhibitor]	5%	6%
O=C(Nc1ccc(NC(=O)C2CCCCC2)cn1)c1ccco1	-11%	7%	3%	i	1%	-11%	-15%[57.5 µM]	-8%	24%
O=C(NCc1cccs1)C1CCN(C(=O)N2CCOc3ccc(Cl)cc32)CC1	-12%	14%	x	x	-10%	x	i	0%	-17%
Cc1cc(Cl)ccc1NC(=O)COC(=O)c1cc([N+](=O)[O-])ccc1N1CCOCC1	-13%	5%	1%	i	-24%	-2%	i	-5%	-5%
CCOC(=O)CN(C(=O)CSc1nnc(CNc2ccc(C)cc2C)o1)c1ccccc1	u	24%	-1%	i	-22%	1%	-15%[57.5 µM]	14%	38%
Oc1ccc2[nH]cnc2c1CN1CCCCC1	3%	23%	1%	i	4%	-11%	-10%[57.5 µM]	13%	-1%
COc1cc(C(=O)NCC(=O)OCn2nnc3ccccc3c2=O)cc(OC)c1OC	16%	21%	-1%	i	-16%	3%	-9%	16%	-13%
c1ccc(COn2c(-c3ccccc3)nc3c2CCc2nonc2-3)cc1	u	8%	0%	i	-8%	2%	-17%	11%	-11%
COc1ccc(C2SCC(=O)N2c2c(C)n(C)n(-c3ccccc3)c2=O)c(OC)c1 (configuration not stated)	13%	-2%	-2%	i	-6%	-4%	i	2%	-2%
